TDP2 inh – blocks human TDP2 phosphodiesterase activity; O95551; recombinant TDP2, T5PNP hydrolysis, p-nitrophenol absorbance 415 nm; inhibition, % at 12.8 µM; actives 0.34% (n = 370,000);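 active = inhibition above the mean of all tested compounds plus 3 SD, set per campaign, cut at about 25% in these data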;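 note: 0% = DMSO with enzyme and 100% = buffer with substrate but no TDP2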
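System – recombinant human TDP2 · Quantity – TDP2 enzyme at 120 nM final · Doses – single concentration, 12.8 µM nominal, with 1% DMSO · Incubation – 2 h at 37 °C · Measured by – epi absorbance of p-nitrophenol freed from T5PNP by hydrolysis · Read-out – % inhibition relative to enzyme-containing and enzyme-free wells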
GC-B act – GC-B (human) receptor activation; P20594; HEK293-GC-B cells, CNP EC30, cGMP TR-FRET; 0% at EC30 CNP, 100% saturating CNP; activation, % at 10 µM; actives 0.11% (n = 370,000); AID 1920062;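 active = activation at 10 µM reaching about 35% in either raw or pattern-adjusted values, limit read from the data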
Target sequence (P20594 whole entry, looked up): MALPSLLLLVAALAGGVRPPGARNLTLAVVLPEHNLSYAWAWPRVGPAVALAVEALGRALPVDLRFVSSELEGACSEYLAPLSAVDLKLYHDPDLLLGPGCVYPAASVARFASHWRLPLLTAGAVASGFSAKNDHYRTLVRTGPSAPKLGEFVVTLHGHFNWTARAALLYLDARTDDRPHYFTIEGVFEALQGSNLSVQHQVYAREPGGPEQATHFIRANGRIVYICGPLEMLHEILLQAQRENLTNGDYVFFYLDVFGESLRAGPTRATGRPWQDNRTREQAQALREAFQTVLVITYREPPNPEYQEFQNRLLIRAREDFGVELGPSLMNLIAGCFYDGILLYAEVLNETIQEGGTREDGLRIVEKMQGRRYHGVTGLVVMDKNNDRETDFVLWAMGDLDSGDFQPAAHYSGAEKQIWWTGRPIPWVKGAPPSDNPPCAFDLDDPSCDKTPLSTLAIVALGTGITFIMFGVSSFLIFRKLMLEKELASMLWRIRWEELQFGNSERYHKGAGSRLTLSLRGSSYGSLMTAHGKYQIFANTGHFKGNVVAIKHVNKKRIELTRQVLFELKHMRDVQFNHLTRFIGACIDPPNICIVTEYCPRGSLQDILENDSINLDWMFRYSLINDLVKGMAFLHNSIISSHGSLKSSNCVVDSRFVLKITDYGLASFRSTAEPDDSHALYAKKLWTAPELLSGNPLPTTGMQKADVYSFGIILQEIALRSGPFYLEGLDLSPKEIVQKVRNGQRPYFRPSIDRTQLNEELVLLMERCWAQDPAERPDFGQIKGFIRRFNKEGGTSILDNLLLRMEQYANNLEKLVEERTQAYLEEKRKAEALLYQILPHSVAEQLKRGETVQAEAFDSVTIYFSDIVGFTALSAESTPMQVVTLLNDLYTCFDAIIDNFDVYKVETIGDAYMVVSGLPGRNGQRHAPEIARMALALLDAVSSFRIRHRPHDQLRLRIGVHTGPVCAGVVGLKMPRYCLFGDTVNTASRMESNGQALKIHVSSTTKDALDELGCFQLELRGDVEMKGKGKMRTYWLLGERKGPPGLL
MBD2 DNA inh – blocks human MBD2 binding to methylated DNA | TR-FRET, MBD2 binding to methylated oligonucleotide | actives 0.31% (n = 370,000) | inhibition, % at 4.4 µM | Q9UBB5; in the data active = inhibition above about 13%
HTRA1 inhibitor – HTRA1 (human) protease inhibition; inhibition, % at 5.96 µM; Q92743; recombinant HTRA1, FP-rhodamine activity-based probe, fluorescence polarization; actives 0.5% (n = 340,000); in the data active = inhibition above about 36%;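 note: 0% = enzyme with DMSO and 100% = wells lacking enzyme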
mABHD4 FP – inhibits mouse alpha/beta hydrolase domain 4; Q8VD66; purified mABHD4, FP-Rh probe fluorescence polarization; inhibition, % at 8.92 µM; actives 0.54% (n = 370,000); AID 720543;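 active = inhibition exceeding the mean over every tested compound plus 3 SD, cut at about 30% in these data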;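 note: 0% = plate median of compound wells and 100% = S159A mutant with DMSO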
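Test system: mouse ABHD4 enzyme, wild type. Reagent: FP-Rh fluorescent activity-based probe, added after compound pre-incubation. Timing: pre-incubation 45 min, probe exposure 60 min, at 25 °C. Technique: FP readout, ex 525 nm / em 598 nm. Benchmarks: high control S159A mutant with DMSO, low control median of compound wells.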
SIAE inh – human SIAE inhibition, primary screen. Q9HAT2. inhibition, % at 9.66 µM. SIAE FP-Rh probe binding, fluorescence polarization. AID 1053197. actives 0.69% (n = 370,000);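 active = inhibition above a cutoff: mean of compounds within the control limits plus 3 SD of those, cut at about 17% in these data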;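 note: 0% = plate median of compound wells and 100% = probe without SIAE protein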
PRMT1 inh – blocks human protein arginine methyltransferase 1 | Q99873 | recombinant PRMT1, activity-based probe fluorescence polarization | inhibition, % at 2.79 µM | actives 1.3% (n = 370,000) | AID 652257;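 active = inhibition above about 21% made by adding two undisclosed values, limit read from the data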
LEDGF integ inh – blocks HIV-1 LEDGF/p75-dependent DNA integration. AID 743269. inhibition, % at 3.7 µM. TR-FRET IN-LEDGF/p75 DNA integration, Eu/Cy5. actives 0.64% (n = 370,000);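 active = inhibition above the screen-wide mean plus 3 SD, cut at about 13% in these data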;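 note: signal is the Cy5 over europium emission ratio at 671 and 618 nm; 0% = plate median of compound wells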
rCAG RNA binder – r(CAG) repeat RNA binding. TO-PRO-1 dye displacement fluorescence. inhibition, % at 3 µM. actives 1.3% (n = 370,000);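 active = inhibition above the plate cutoff, the mean of all test compounds on that plate plus 3 SD, cut at about 35% in these data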;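 note: 0% = DMSO alone and 100% = 100 µM mitoxantrone as full dye displacement; higher means more dye released from RNA so lower well fluorescence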
TCR-CD3 inh – inhibitors of human TCR-CD3 interaction; actives 0.37% (n = 360,000); TAMRA-labeled TCR probe fluorescence, biochemical; inhibition, % at 9.4 µM; in the data active = inhibition above about 19%;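 note: recombinant mutant TCR 2C K166C tagged with TAMRA read by polarization; 0% = receptor in buffer alone and 100% = receptor with positive control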
Starred values were filed as active, the others as inactive; nt = no result given. An excerpt; the hit share may differ from the screen's.

SMILES | TDP2 inh | GC-B act | MBD2 DNA inh | HTRA1 inhibitor | mABHD4 FP | SIAE inh | PRMT1 inh | LEDGF integ inh | rCAG RNA binder | TCR-CD3 inh
COc1ccc(CC(N)c2csc(NC(=O)NCCc3ccc(OC)c(OC)c3)n2)cc1 (centres undefined) | 1 | -5 | -5 | nt | 4 | -1 | 4 | 2 | 10 | -3
CC1(C)CC(=O)C=C(c2ccc(F)cc2OCc2ccccc2)C1 | 11 | 6 | -3 | -45 | 5 | 2 | 0 | 0 | 2 | 1
CCOC(=O)C1CCCN(CC(O)COc2ccc(OC)cc2C(C)(C)C)C1 (centres undefined) | 8 | 5 | 4 | -8 | 12 | 11 | 0 | -1 | -8 | -3
COc1cccc(C2CC(c3c(Cl)cccc3Cl)n3nc(N)nc3N2)c1 (centres undefined) | -7 | 4 | 2 | 2 | 2 | 4 | -4 | 4 | 0 | 0
CCCn1c(SCC(=O)N2N=C3/C(=C/c4ccc(OC)cc4)CCCC3C2c2ccc(OC)cc2)n[nH]c1=O (centres undefined) | 0 | -11 | -2 | -57 | -2 | -7 | -1 | -3 | 12 | 1
CCN(CC)CCCNC(=S)N1CCC(c2nc3ccccc3[nH]2)CC1 | -12 | 4 | -6 | 4 | -1 | 0 | 3 | -3 | -1 | 5
COc1ccc(CCC(=O)OCC(=O)N(CC(C)C)c2c(N)n(Cc3ccccc3)c(=O)[nH]c2=O)cc1 | -2 | -1 | 10 | -3 | -13 | 0 | 4 | -5 | -2 | 3
O=C(NCc1nc2ccccc2[nH]1)C1=C[C@@H](c2ccc(C(F)(F)F)cc2)C[C@@H](OCc2ccc(CO)cc2)O1 | -2 | -1 | 8 | -75 | -23 | -16 | 1 | -1 | 3 | -6
CNS(=O)(=O)c1cc(NC(=O)c2cncn2-c2ccccc2)ccc1C | 15 | 2 | 1 | 2 | 1 | -6 | 4 | -1 | 0 | 2
C=CCC1(CC=C)CCCN1C(=O)CC1C(=O)NCCN1Cc1ccc(OC)c(OC)c1 (centres undefined) | 6 | -8 | 2 | -2 | 7 | 8 | -3 | 1 | -8 | 1
O=S1(=O)CC(N2CCN(CCO)CC2)CN1Cc1cn(Cc2cccc(C(F)(F)F)c2)nn1 (centres undefined) | -1 | -2 | 3 | nt | 5 | 7 | -2 | 5 | 3 | 4
COC(=O)C1N[C@@H]([C@@H](NC(=O)COc2ccccc2)C(=O)NCc2ccccc2)SC1(C)C (some centres undefined) | -6 | 2 | -2 | -2 | -3 | -3 | 0 | 0 | -2 | 5
COc1ccc(CCNC(=O)c2ccccc2N(C)S(=O)(=O)c2ccccc2)cc1 | 2 | -2 | -2 | -3 | 7 | 1 | -1 | 1 | 0 | 1
Cn1nc(C(=O)Nc2ccc(S(=O)(=O)N3CCCCC3)cc2)c2ccccc2c1=O | 0 | -1 | 2 | -28 | -8 | -12 | 4 | -6 | 6 | -9
COc1ccc(OC)c(-c2csc(N(CC3CCCO3)C(=O)C3CCCCC3)n2)c1 (centres undefined) | 6 | 0 | 3 | -20 | 9 | 3 | -2 | -1 | -1 | -1
CCOC(=O)C(CC(=O)O)N1CCCCC1 (centres undefined) | 9 | -1 | 2 | 4 | -10 | 9 | 1 | 0 | -1 | 5
Cc1ccccc1NC(=S)N(Cc1ccccc1)Cc1cccs1 | -14 | -5 | -5 | 0 | -7 | -2 | -5 | 2 | 0 | 5
CCCCN(C=O)c1c(CC)nc2c(OCC(=O)N3CCOCC3)cccn12 | -3 | -4 | -1 | nt | -3 | 3 | -3 | 5 | 2 | 6
O=C(NNC(=S)Nc1ccc(Br)cc1Cl)c1ccncc1 | 6 | 1 | 1 | 8 | 18 | -2 | -1 | 1 | 34 | -6
Cc1ccc(NC(=O)c2cccnc2)cc1S(=O)(=O)N(C)C | 7 | -4 | 2 | -3 | 1 | 6 | -2 | 0 | -2 | 3
Cc1cccc(C)c1NC(=O)C1(C)CN(S(C)(=O)=O)CC(=O)N1CCCN1CCOCC1 (centres undefined) | 1 | 7 | -1 | nt | -1 | 3 | 2 | -4 | 0 | -2
CCOc1ccc(C=Nn2c(-c3cccc(OC(C)C)c3)n[nH]c2=S)cc1 | -6 | 2 | 1 | nt | -6 | 1 | 29* | -2 | 44* | nt
CCCCNC(=O)NNC(=O)COc1cccc(C)c1C | 0 | 2 | 2 | 4 | 3 | 7 | 6 | -2 | -2 | -8
CCOC(=O)CCNC(=O)N1CCCC(C(=O)c2ccc3c(c2)OCO3)C1 (centres undefined) | 1 | 10 | 11 | -1 | -13 | -6 | 6 | -1 | -10 | -6
C/C(=C(\C#N)C(=O)NCc1ccccc1)N(C)C | 0 | 1 | 4 | -5 | -2 | 1 | 0 | -2 | 2 | 0
CC(=O)C1(O)CCC2C3CCC4CC(O)CCC4(C)C3C(=O)CC21C (centres undefined) | -2 | -2 | 8 | 10 | -3 | 6 | -2 | 4 | -2 | -9
Nc1ccc(Oc2ccc3nc(-c4ccccc4)c(-c4ccccc4)nc3c2)cc1 | -1 | -5 | 1 | 2 | 5 | 1 | -1 | 1 | 2 | -3
C=CCC[C@@H](Cc1ccc(F)cc1)C(=O)OC[C@H](Cc1c[nH]c2ccccc12)NC(=O)[C@@H](CC=C)CC(=O)NCCO | -12 | -13 | 9 | -2 | -40 | 0 | 3 | 4 | 6 | -8
COc1ccccc1C(CC(=O)Nc1ccc(Cl)cc1)c1ccc(OC(C)C)cc1 (centres undefined) | 7 | 3 | 3 | -3 | -1 | -64 | -2 | 0 | 0 | 11
COc1ccccc1/C=C/C=N/NC(=O)c1ccc(=O)n(C)c1 | -2 | -5 | -1 | -6 | -7 | -1 | 2 | 2 | 4 | 2

Ordered by heavy-atom count (lowest first): part of the list above
SMILES | TDP2 inh | GC-B act | MBD2 DNA inh | HTRA1 inhibitor | mABHD4 FP | SIAE inh | PRMT1 inh | LEDGF integ inh | rCAG RNA binder | TCR-CD3 inh
CC(=O)C1(O)CCC2C3CCC4CC(O)CCC4(C)C3C(=O)CC21C (centres undefined) | -2 | -2 | 8 | 10 | -3 | 6 | -2 | 4 | -2 | -9
Nc1ccc(Oc2ccc3nc(-c4ccccc4)c(-c4ccccc4)nc3c2)cc1 | -1 | -5 | 1 | 2 | 5 | 1 | -1 | 1 | 2 | -3
C=CCC1(CC=C)CCCN1C(=O)CC1C(=O)NCCN1Cc1ccc(OC)c(OC)c1 (centres undefined) | 6 | -8 | 2 | -2 | 7 | 8 | -3 | 1 | -8 | 1
COC(=O)C1N[C@@H]([C@@H](NC(=O)COc2ccccc2)C(=O)NCc2ccccc2)SC1(C)C (some centres undefined) | -6 | 2 | -2 | -2 | -3 | -3 | 0 | 0 | -2 | 5

Next part
SMILES | TDP2 inh | GC-B act | MBD2 DNA inh | HTRA1 inhibitor | mABHD4 FP | SIAE inh | PRMT1 inh | LEDGF integ inh | rCAG RNA binder | TCR-CD3 inh
Cc1nn(-c2ccccc2)c(C)c1/C=N/NC(=O)c1cnccn1 | 4 | -2 | -2 | 15 | 2 | -4 | -2 | 0 | -4 | -4
CC(C)(C)C(=O)Nc1ccc(-c2nnc3n2CCCCC3)cc1 | 4 | 3 | 2 | 5 | 1 | -5 | -1 | 6 | -3 | 3
Nc1[nH]c(C(=O)c2ccccc2)c(-c2ccccn2)c1C(=O)c1c[nH]c2ccccc12 | -2 | 5 | 2 | nt | 14 | 1 | 1 | 0 | 8 | 3
Cc1ccc(N=Nc2ccc(C)cc2NC(=O)Nc2ccccc2F)cc1 | 1 | -1 | 4 | 5 | 0 | -2 | 6 | 5 | 3 | -4
COc1ccc(C(=O)Nc2ccc3oc(-c4cccc(Cl)c4)cc(=O)c3c2O)cc1 | -5 | 1 | 2 | 1 | 2 | -32 | -2 | -2 | 3 | 2
CCc1ccccc1NC(=O)CN(c1cccc(OC)c1)S(C)(=O)=O | -10 | 6 | 3 | 0 | 4 | 1 | 2 | 1 | -1 | -7
O=[N+]([O-])c1cccc(Cn2cnc3c(=S)nc[nH]c32)c1 | 0 | 27 | 5 | 8 | -7 | 4 | 4 | 0 | 3 | -2
C/C(=C\c1ccccc1)C(=O)Nc1nc2ccc([N+](=O)[O-])cc2s1 | -2 | 2 | -6 | -7 | -4 | -16 | -3 | 3 | 4 | 15
COc1ccc(NC(=O)COC(=O)C2CCN(S(=O)(=O)c3cccs3)CC2)cc1 | -6 | 2 | -6 | 2 | -2 | -3 | 0 | -2 | -3 | 5
Cc1nc(Cl)sc1C(=O)Nc1ccccc1Cl | -7 | 1 | -4 | 6 | 2 | 10 | -1 | 4 | 2 | -9
CN(c1cnn(-c2ccccc2)c(=O)c1Cl)n1cccc1 | 9 | 1 | 1 | 8 | 2 | -1 | 0 | 0 | -6 | 0
Cc1ccc(N2CSC3=C(C#N)C(c4cccs4)CC(=O)N3C2)cc1 (centres undefined) | 7 | -3 | 1 | -2 | 12 | -3 | 52* | 6 | 29 | 1
COc1ccc(CN(C)C(=O)Cn2cnc(C(=O)Nc3ccc(C)c(C)c3)n2)cc1OC | 2 | -9 | 1 | -3 | 3 | -2 | -1 | -2 | 0 | -5
COc1cc(SC)ccc1C(=O)NCCOc1ccc(F)cc1 | 0 | 4 | 0 | -12 | -6 | -1 | 2 | 3 | 0 | 1
CC(C)(C)c1ccc(CN2N=C(/C=C/c3ccccc3)CCC2=O)cc1 | -9 | 5 | -2 | -40 | -9 | 4 | -2 | 3 | -4 | -2
COc1ccccc1-c1sc2ccccc2c1C#CC1(O)CCCCC1 | -7 | -10 | 3 | -60 | -31 | -23 | 2 | 0 | 4 | 0
COCCCNC(=O)Cn1nnc(-c2ccc(NC(=O)c3ccccc3OC)cc2)n1 | 9 | -2 | -2 | -2 | -2 | -4 | -1 | -1 | 1 | -2
C=C(C)Cn1c2ccc(NC(=O)CCOCC)cc2c(=O)n1C | -10 | 4 | 4 | nt | -3 | -2 | -2 | -3 | 1 | 1
CCOC(=O)C1CCN(C(=O)c2cccc(Cl)c2)CC1 | -4 | 1 | -3 | 1 | 5 | 0 | 1 | 0 | -1 | 4
OC(c1cc(Cl)cc(Cl)c1)c1ncc(-c2ccccc2C(F)(F)F)[nH]1 (centres undefined) | -4 | -7 | -2 | nt | -26 | -14 | 7 | 0 | -1 | -8
CCOc1cccc(OCCCOc2cccc3cccnc23)c1 | -5 | 7 | 3 | -18 | -7 | 3 | -2 | -2 | -12 | 2
NC(=S)NN=C1CCCCCCCCC1 | 6 | 2 | 1 | 3 | 6 | 8 | 0 | -1 | 1 | 1
COCCNC(=O)C(OC(=O)c1cccs1)c1ccc(F)cc1 (centres undefined) | 17 | 6 | -3 | -7 | -2 | -2 | -4 | 2 | -3 | 3
Cc1cc(Cl)c(S(=O)(=O)Nc2ccccn2)cc1OCC(N)=O | -15 | 6 | -2 | 9 | -3 | 5 | 2 | -3 | -4 | -6
O=C(NCCCN1CCC(Cc2ccccc2)CC1)C1CC(=O)N(C2CCCC2)C1 (centres undefined) | -11 | -2 | -2 | 0 | 3 | -4 | -5 | -1 | 3 | 4
COc1ccc(-c2cc3ccc(O)cc3oc2=O)cc1OC | -6 | 4 | -2 | 2 | -5 | -12 | 3 | 1 | 3 | 4
N/C(=N\O)c1ccc(Oc2ccccc2Cl)c([N+](=O)[O-])c1 | -5 | 1 | 0 | -9 | -2 | 0 | -4 | 4 | 22 | 5
